# KCNK3 inh – human KCNK3 channel inhibitors, primary screen, CHO cells, FluxOR thallium flux, B-score | Potassium channel subfamily K member 3 (Homo sapiens), O14649 | FluxOR fluorescence; active compounds read low | B-score at 10 µM | 340,000 tested, 0.84% active;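 active = B-score under library mean minus 4 SD, starting fluorescence ratio at most library mean plus 5 SD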;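 also: more negative B-score means stronger inhibition of thallium flux through KCNK3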
# Target sequence (O14649 whole entry, looked up): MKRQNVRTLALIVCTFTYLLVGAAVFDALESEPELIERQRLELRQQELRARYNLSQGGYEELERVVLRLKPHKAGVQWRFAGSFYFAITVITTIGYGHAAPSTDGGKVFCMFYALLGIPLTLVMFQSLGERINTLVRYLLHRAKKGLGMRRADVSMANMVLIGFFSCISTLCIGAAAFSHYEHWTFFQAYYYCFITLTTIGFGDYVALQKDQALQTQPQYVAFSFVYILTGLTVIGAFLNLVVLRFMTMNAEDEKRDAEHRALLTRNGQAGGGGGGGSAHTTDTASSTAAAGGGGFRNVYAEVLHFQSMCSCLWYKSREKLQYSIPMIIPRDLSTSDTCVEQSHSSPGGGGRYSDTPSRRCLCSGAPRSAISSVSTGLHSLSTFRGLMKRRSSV
# PolyA inh – polyadenylation inhibitors in yeast reporter cells, primary screen, luminescence, S. cerevisiae. S. cerevisiae SKY197-pL101 polyadenylation reporter, beta-gal luminescence; efflux-impaired pdr1/pdr3 knockout yeast; score 100 = 6 SD above DMSO. calls only at 12 µM. 300,000 tested, 0.02% active. AID 1875, 2009;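 active = lowest replicate activity score at least 50, where 100 means six control SD above control mean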;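 also: yeast exposed to compound for 9 h at 30 °C; higher score means more reporter readthrough which indicates perturbed polyadenylation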
# KCNQ1 block – inhibitors of human KCNQ1 channel, primary screen, cell-based, thallium flux, high-throughput | 310,000 tested, 1.3% active | AID 2642, 2010 | CHO-K1 KCNQ1, FluxOR thallium flux fluorescence; active compounds read high | B-score at 10 µM | Potassium voltage-gated channel subfamily KQT member 1 (Homo sapiens), P51787;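 active = compounds whose thallium flux B-score, printed positive for inhibition, exceeds three library SD while starting fluorescence stays within three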;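 also: channel opened by potassium depolarization with thallium stimulus after 20 min compound exposure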
# TRPC4 PAM – positive allosteric modulators of TRPC4, primary screen, cell-based, mouse TRPC4beta, HEK293 mu-opioid, Fluo-4 calcium; 310,000 tested, 0.42% active; DAMGO EC20, Fluo-4 Ca2+ flux; active compounds read high; AID 2227, 2009; Short transient receptor potential channel 4 (Mus musculus), Q9QUQ5; B-score at 10 µM;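 active = B-score of calcium response area above 5 SD of library B-scores, with initial fluorescence ratio within 5 SD of library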;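 also: B-score of integrated fluorescence ratio over time as area under calcium response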
# Dyrk1A ADPGlo – rat Dyrk1A kinase inhibitors, primary screen, biochemical, single point, plate reader | Dual specificity tyrosine-phosphorylation-regulated kinase 1A (Rattus norvegicus), Q63470 | ADP-Glo luminescence, NFATc1 peptide | inhibition, % at 12.5 µM | 310,000 tested, 0.43% active; in the data active = inhibition above about 50%;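 also: plate controls were vehicle with enzyme for no effect and no enzyme for full effect; many of its hits are not listed in these tables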
# KCNK9 block – KCNK9 potassium channel inhibitors, primary screen, HEK293 cells, thallium flux; Potassium channel subfamily K member 9 (Homo sapiens), Q9NPC2; FluxOR thallium flux fluorescence; active compounds read low; B-score at 10 µM; 310,000 tested, 1.2% active;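 active = ratio B-score over 3 SD below the library mean, with starting fluorescence within 5 SD of its mean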;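 also: negative B-score means less thallium flux so channel inhibition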
# Target sequence (Q9NPC2 whole entry, looked up): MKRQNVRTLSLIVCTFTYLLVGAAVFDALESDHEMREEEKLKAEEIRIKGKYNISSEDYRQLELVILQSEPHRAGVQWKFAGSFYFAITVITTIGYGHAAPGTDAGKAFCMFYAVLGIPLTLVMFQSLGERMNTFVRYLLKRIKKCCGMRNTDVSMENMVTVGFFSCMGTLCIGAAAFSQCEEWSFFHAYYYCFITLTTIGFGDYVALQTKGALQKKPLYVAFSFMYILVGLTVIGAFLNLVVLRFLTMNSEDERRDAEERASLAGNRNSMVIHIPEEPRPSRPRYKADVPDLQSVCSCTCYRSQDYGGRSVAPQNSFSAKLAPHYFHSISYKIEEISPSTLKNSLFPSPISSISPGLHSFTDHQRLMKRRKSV
# TRPC4 block – inhibitors of mouse TRPC4 channel, primary screen, Fluo4 calcium, HEK293 TRPC4beta/mu-opioid cells; 300,000 tested, 0.39% active; DAMGO-evoked Fluo4 calcium flux; active compounds read low; Short transient receptor potential channel 4 (Mus musculus), Q9QUQ5; B-score at 10 µM; AID 2247, 2010;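 active = B-score over 3 SD under the library average, no early fluorescence shift, positive overall ratio signal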
#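 Material: HEK293 cells with stable TRPC4beta plus mu-opioid receptor expression / Probe or stimulus: DAMGO in two steps, submaximal then maximal / Compound: single concentration per test compound / Technique: kinetic Fluo4 fluorescence imaging of calcium influx / Read-out: per-well B score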
# TRPC4 act – activators of mouse TRPC4 channel, primary screen, Fluo4 calcium, HEK293 TRPC4beta/mu-opioid cells. AID 2237, 2010. B-score at 10 µM. Short transient receptor potential channel 4 (Mus musculus), Q9QUQ5. Fluo4 calcium fluorescence; active compounds read high. 310,000 tested, 0.49% active;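 active = B-score above 5 SD of library B-scores, and initial fluorescence ratio not above library mean plus 5 SD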;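 also: positive B-score marks a calcium rise read as TRPC4 activation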
#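 system = HEK293 cells stably co-expressing mouse TRPC4beta and mu-opioid receptor | schedule = Fluo4 dye loading 45 min at room temperature, 110 s recording | measure = B-scored integrated calcium fluorescence ratio | signal = Fluo4 calcium-sensitive dye fluorescence, kinetic, 1 Hz baseline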
# Platelet DG rel – inhibitors of platelet dense granule secretion, primary screen, cell-based, MLPCN, human platelets | human platelet-rich plasma, SFLLRN dense granule ATP release, luminescence | inhibition, %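 (compounds screened at 7.5 µM in platelet-rich plasma)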 | 300,000 tested, 0.22% active;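 active = mean replicate score, as percent of positive control, at or above 50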
# hERG protect – hERG rescue from dofetilide block, primary screen, cell-based, CHO-hERG, FluxOR thallium flux, dofetilide IC70; 310,000 tested, 0.51% active; Voltage-gated inwardly rectifying potassium channel KCNH2 (Homo sapiens), Q12809; activation (rescue from dofetilide block), less the hit threshold, % at 10 µM; dofetilide IC70 present;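 active = activation above the mean of controls blocked by dofetilide plus 5 SD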;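 also: thallium influx through hERG after potassium depolarization seen as dye fluorescence rise; in these data hits start at about 4.7%; inactives centre near -7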
# KCNQ1 pot – potentiators or activators of KCNQ1 channel, primary screen, cell-based, thallium flux, high-throughput; AID 2648, 2010; B-score at 10 µM; 310,000 tested, 0.35% active; CHO-K1 KCNQ1, thallium flux FluxOR fluorescence; active compounds read high; Potassium voltage-gated channel subfamily KQT member 1 (Homo sapiens), P51787;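 active = fluorescence ratio B-score, a plate-corrected score, at least three library SD, with initial intensity B-score within 5 SD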
#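 Assay system: stable KCNQ1 CHO-K1 line; medium: assay buffer, equal DMSO in all wells; timing: 90 min dye loading and 20 min compound exposure, both at room temperature; technique: kinetic FluxOR thallium fluorescence, 10-s 1-Hz baseline, 110-s post-stimulus read; read-out basis: B score of baseline-normalized fluorescence ratio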
# The depositor's hits bear a star; i = inactive; . = not tested or not shown. Some of the compounds tested; the hit share may differ from the screen's.
canonical_smiles	KCNK3 inh	PolyA inh	KCNQ1 block	TRPC4 PAM	Dyrk1A ADPGlo	KCNK9 block	TRPC4 block	TRPC4 act	Platelet DG rel	hERG protect	KCNQ1 pot
Cc1nc2ncnn2c(C)c1CCC(=O)Nc1csc(N)n1	i	i	i	i	2.2	i	i	i	-2.4	-10.9	i
CN(C)c1cc(-c2ccc(Cl)cc2Cl)oc(=O)c1Cl	i	i	i	i	14.6	i	i	i	-16.1	-5.7	i
CN1c2ccccc2C2(C)CCCC3=Cc4cc([N+](=O)[O-])cc([N+](=O)[O-])c4OC312 (stereo not given)	i	i	i	i	1.8	i	i	i	2.9	-11.2	i
O=S(=O)(c1ccc(-c2csc(-c3cccnc3)n2)cc1)N1CCCCC1	i	i	i	i	1.6	i	i	i	-1.2	-21.7	i
CC1CC(C)CN(S(=O)(=O)c2ccc3oc(=O)ccc3c2)C1 (stereo not given)	i	i	i	i	-5.9	i	i	i	22.5	-8.8	i
COc1ccc(-n2nnnc2SCC(=O)NNC(=O)c2ccc([N+](=O)[O-])cc2)cc1	i	i	i	i	9.7	i	i	i	13.0	-1.4	i
CC(C)(C)NC(=O)Cn1c(Cl)nc2ccccc21	i	i	i	i	4.2	i	i	i	-2.1	-6.2	i
COc1ccc(S(=O)(=O)N2CCCC2CNC(=O)C(=O)NC2CC2)cc1 (stereo not given)	i	i	i	i	2.3	i	i	i	10.4	-10.0	i
CC(=O)Nc1cc2c(ccc3ccccc32)oc1=O	i	i	i	i	3.1	i	i	i	-1.1	-6.0	i
Cc1ccc2oc(=O)c3cnn(CC(=O)NCCN4CCOCC4)c3c2c1	i	i	i	i	-3.5	i	i	i	4.3	-3.5	i
CC(C)c1ccc(/C=N/NC(=O)CC(=O)NC2CCCCC2)cc1	i	i	i	i	-4.2	i	i	i	-2.6	-9.5	i
O=[N+]([O-])c1cccc(Oc2cnccn2)c1	i	i	i	i	-1.3	i	i	i	2.3	-3.7	i
COC(=O)c1ccc(NC(=O)c2nc(S(=O)(=O)Cc3cccc(C)c3)ncc2Cl)cc1	i	i	i	i	-3.7	i	i	i	-2.2	-10.3	i
Cc1cccc(NC(=O)NC(C)C(c2ccccc2)N2CCN(C)CC2)c1 (stereo not given)	i	i	i	i	.	i	i	i	0.8	-22.2	i
CCn1c(N2CCN(C(=S)NC)CC2)nc2ccccc21	i	i	i	i	3.3	i	i	68*	-1.7	-12.4	i
CCN(CC(=O)Nc1ccccc1C(F)(F)F)C(=O)CCOc1ccc(C)cc1	i	i	i	i	14.9	i	i	i	-9.6	-2.0	i
COc1ccc(C2c3ccc(O)cc3Oc3ncn(CC(C)C)c(=N)c32)cc1 (stereo not given)	i	i	i	i	-1.2	i	i	i	4.8	-10.7	i
CN(C)c1ccc(P(=O)(OCc2ccccc2)C(O)c2ccc(Cl)cc2)cc1 (stereo not given)	i	i	i	i	3.2	i	i	i	-6.2	-4.9	i
COc1nc(N2CCCCCC2)nc(N2CCCCCC2)n1	i	i	i	i	3.2	-10.9*	i	i	-1.0	-12.4	i
CN(Cc1ccccc1)S(=O)(=O)c1cccc2cccnc12	i	i	i	i	1.8	i	i	i	1.3	-19.0	i
Cc1onc(-c2c(Cl)cccc2Cl)c1C(=O)NNc1ccccc1	i	i	i	i	-3.2	i	i	i	0.8	-4.1	i
Cc1ccc(O)c(Cn2nnc3ccccc32)c1	i	i	i	i	28.7	i	i	i	-4.5	-10.7	i
O=C(COc1ccccc1)Nc1nnc(-c2ccco2)o1	i	i	i	i	-5.9	i	i	i	12.1	-11.0	i
O=C(COc1ccc(S(=O)(=O)N2CCCC2)cc1Cl)NC1CCCC1	i	i	i	i	-1.9	i	i	i	1.8	-3.1	i
O=C(N/N=C/C(Cl)=C/c1ccccc1)c1ccccn1	i	i	i	i	2.1	i	i	i	18.0	-14.4	i
CC1CCCN(CCCNC(=O)c2coc3nc4ccccc4nc23)C1 (stereo not given)	i	i	i	i	33.5	i	i	i	-17.2	-6.5	i
Cn1c(=O)c2c(nc(NCCc3ccccc3)n2CC(=O)NCCc2ccccc2)n(C)c1=O	i	i	i	i	-3.1	i	i	i	-7.5	-5.5	i
C/C=C(\C)C(=O)N[C@@H](C)CN1C2=NC[C@H](C(C)C)N2C[C@H]1Cc1ccc(OC)cc1	i	i	i	i	-4.2	i	i	i	-1.2	-5.3	i
Cc1oc(-c2ccccc2)nc1CSc1nc2c(c(=O)[nH]1)CCC2	i	i	i	i	14.6	i	i	i	-1.8	-8.6	i
Cc1cccc(NC(=O)c2ccc(S(=O)(=O)N(C)CC3CCCO3)cc2)c1C (stereo not given)	i	i	i	i	0.0	i	i	i	-10.9	-7.4	i
COc1ccc2[nH]cc(CCNS(=O)(=O)c3ccccc3)c2c1	i	i	i	i	5.2	i	i	i	6.0	-8.1	i
NC(=O)c1ccccc1NC(=S)NC(=O)CCc1ccccc1	i	i	i	i	3.4	i	i	i	21.0	-3.8	i
C#CCN(CC=C)C(=O)c1ccc2nc(C3CCCCC3)oc2c1	i	i	i	i	.	i	i	i	-3.4	-7.8	i
CC[n+]1ccc(C(=O)NCc2ccccc2)cc1	i	i	i	i	3.6	i	i	i	1.2	-9.7	i
CCCNC(=O)C1CNc2ccccc2O1 (stereo not given)	i	i	i	i	-1.2	i	i	i	2.9	-6.5	i
Cc1ccc(-c2nnc(SCC(=O)NCC3CCCO3)n2C)cc1 (stereo not given)	i	i	i	i	6.4	i	i	i	1.4	-3.8	i
COc1ccc(N2CCN(C(=O)CNS(=O)(=O)c3ccc(C)cc3)CC2)cc1	i	i	i	i	1.3	i	i	i	-1.5	-9.4	i
Cn1c(SCC(=O)N2CCOCC2)nc(O)cc1=O	i	i	i	i	9.1	i	i	i	2.0	-2.2	i
CC1(C)OC(=O)C(=NNc2ccccc2)C(=O)O1	i	i	i	i	-2.8	i	i	i	-2.2	-3.9	i
CCn1c(=O)cc(SCC(=O)NCc2cccnc2)c2ccccc21	i	i	i	i	-3.2	i	i	i	2.6	-11.0	i
CCOCC(=O)Nc1cc(C(=O)OC)cc(C(=O)OC)c1	i	i	i	i	-5.6	i	i	i	7.4	-3.2	i
FC(F)(F)c1cccc(NC(=S)N(CCCN2CCCC2)Cc2cccn2Cc2ccc(Cl)cc2)c1	i	i	i	i	8.1	i	i	i	-8.8	-27.1	i
COc1ccc(N=C2SCC(=O)N2c2ccc(OC)cc2)cc1	i	i	i	i	-5.8	i	i	i	-3.9	-4.2	i
Cc1ccc(-c2csc3ncnc(-n4nnc5ccccc54)c23)cc1C	i	i	i	i	18.4	i	i	i	-0.7	-11.2	i
C=CCOc1ccccc1CN1CCC(n2nccc2NC(=O)c2ccccc2)CC1	i	i	i	i	.	i	i	i	-5.9	-3.2	i
CCOc1ccc(NC(=O)Nc2ccc3nccnc3c2)cc1	i	i	i	i	6.6	i	i	i	-17.2	-9.2	i
COC(=O)c1ccc(SCC(=O)NC2CCCC2)c([N+](=O)[O-])c1	i	i	i	i	-1.0	i	i	i	-9.2	-1.2	i
Cc1ccc2[nH]c(=O)c(CC(=O)O)c(-c3ccccc3)c2c1	i	i	i	i	.	i	i	i	4.6	-4.6	i
Cc1ccc(Cl)cc1NC1=NC(=S)N(C(C)C)C12CCCCC2	i	i	i	i	0.5	i	i	i	2.0	-4.5	i
CCc1ccc(Oc2cc(C)nc(N)n2)cc1	i	i	i	i	4.3	i	i	i	1.6	-12.4	i
CN(C)c1ccc(/C=C(\NC(=O)c2ccccc2)C(=O)NCc2cccnc2)cc1	i	i	i	i	5.5	i	i	i	-3.3	-2.2	i
O=C(CNC(=O)c1ccc([N+](=O)[O-])cc1)N/N=C\c1ccc(OC(=O)c2ccccc2)cc1	i	i	i	i	4.0	i	i	i	6.3	-1.4	i
COc1ccc(CC(NC(C)=O)C(=O)NC2CCN(c3c(Cc4ccccc4)c(C)nc4ncnn34)CC2)cc1OC (stereo not given)	.	i	i	i	.	i	i	i	14.3	-15.5	i
NCCCCCc1nnc(SCC(=O)Nc2cccc(Cl)c2)o1	i	i	i	i	14.3	i	i	i	-2.0	-7.0	i
CCCSC1=N/C(=C\C=C\c2ccco2)C(=O)S1	i	i	i	i	8.4	i	i	i	-6.2	-10.8	i
COc1ccc(CC(=O)N(Cc2ccccc2)c2ccccc2)cc1S(=O)(=O)N1CCOCC1	i	i	i	i	-6.3	i	i	i	31.9	-21.2	i
CNS(=O)(=O)c1ccc(N2CCCC2)c([N+](=O)[O-])c1	i	i	i	i	-2.1	i	i	i	-10.8	-8.5	i
COc1ccc(NC(=O)Cn2nc(C(F)(F)F)c3c2CCCC3)c(OC)c1	i	i	i	i	-1.0	i	i	i	-9.3	-8.7	i
COC(=O)c1cc(CNC(=O)c2sccc2-c2ccccc2)ccc1OC	i	i	i	i	-5.8	i	i	i	-4.8	-6.6	i
COc1cccc(-n2c(Cc3cc(=O)[nH]c(=O)[nH]3)nnc2SCc2cccnc2)c1	i	i	i	i	5.3	i	i	i	-2.8	-3.7	i
CCC(C)(C)NC(=O)COc1ccc(C(=O)c2ccccc2)cc1	i	i	i	i	1.4	i	i	i	-1.2	-6.7	i

# Source: PubChem BioAssay (several laboratories)
